# Assay outcomes (PubChem BioAssay)
# Epigenetic derep – Quantitative High-Throughput Screen for Regulators of Epigenetic Control; Potency, µM (titrated, usually from 53.9 µM), without a hit: at the top dose GFP activation, hits mostly activators; actives 0.2% (n = 280,000); murine LDR cells, GFP reporter derepression, 30 h; AID 1865, 2009; further: potency means the concentration at half of the fitted maximal effect; % of control where 0% means no effect; nearly all actives have a fitted effect of over 60% in size
#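 Murine LDR cells carrying a silenced, genomically integrated CMV-driven GFP reporter were exposed to compound for 30 hours at 37 C. After PBS washes, GFP-positive cells (20–120 um objects) were counted by laser-scanning microplate cytometry.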
# Luc counter – Counterscreen for Luciferase (Kinase-Glo TM) Inhibition; actives 0.28% (n = 200,000); Kinase-Glo luciferase, ATP luminescence, 8 min; Luciferin 4-monooxygenase (Photuris pensylvanica), Q27757; AID 1379, 2008; Potency, µM (series often up to 38.3 µM), inactives show top-dose activity change, negative = inhibition, most hits filed as inhibitors; further: potency means the concentration at half of the fitted maximal effect; on the % scale 0 is the no-effect control and ±100 the full control effect; nearly all actives have a fitted effect of over 60% in size
#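 Luminescence was the read-out, taken after 8-minute incubation at ambient temperature. Luciferase turned over luciferin with 10 uM ATP in imidazole pH 7.2 buffer containing KCl, MgCl2, Tween 20 and BSA.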
# LMNA splice mod – qHTS Assay for Modulators of Lamin A Splicing | HeLa LMNA splicing GFP/RFP minigene ratio, 48 h | Potency, µM (highest dose often 46.1 µM), for the others: at the highest dose ratio change, negative = inhibition, usual class: inhibitors | actives 0.01% (n = 200,000); active means well fitted inhibition curve with a large enough effect in the signal ratio, with a control signal flat, not every such curve was filed as active; inconclusive means small, poorly fitted or top-dose-only effect, or effect the other way, or a change in a side signal; the % refers to the signal ratio; further: potency means the concentration at half of the fitted maximal effect; on the % scale 0 is the no-effect control and ±100 the full control effect
#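 S3 HeLa cells stably expressing lamin A-EGFP splicing minigene plus DsRed2, 600 cells/well, 48 h compound exposure at 37C. Laser-scanning cytometry; analysed as GFP (500-530 nm)/RFP (575-640 nm) total intensity ratio; 0.5% DMSO vehicle.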
# HttQ103 aggreg – qHTS Multiplex Assay to Identify Dual Action Probes in a Cell Model of Huntington: Aggregate Formation (GFP). PC12 HttQ103-GFP aggregates, Acumen cytometry, 40 h. Potency, µM (top dose mostly 46.1 µM), inactives show top-dose activity change, negative = inhibition, hits mostly inhibitors. AID 1688, 2009. actives 1.1% (n = 220,000); further: potency means the concentration at half of the fitted maximal effect; on the % scale 0 is the no-effect control and ±100 the full control effect; nearly all actives have a fitted effect of over 60% in size
#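 Steps: seed 1500 PC12 HTTQ103-GFP cells/well; add tebufenozide, 100 nM final; add compound titration; add ATPLite reagent; quantify GFP aggregates by laser scanning cytometry.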
# CBFb-RUNX1 inh – qHTS Assay for Compounds Blocking the Interaction Between CBF-beta and RUNX1 for the Treatment of Acute Myeloid Leukemia | AlphaScreen CBFb-His/RUNX1-biotin binding, biochemical | Potency, µM (top dose mostly 59.8 µM), for inactives: at the top dose activity, negative = inhibition, hits mostly inhibitors | Runt-related transcription factor 1 (Homo sapiens) + Core-binding factor subunit beta … | 230,000 tested, under 10 active | AID 1477, 2009; further: % of control where 0% means no effect
# Target sequence (Q01196 whole entry, looked up): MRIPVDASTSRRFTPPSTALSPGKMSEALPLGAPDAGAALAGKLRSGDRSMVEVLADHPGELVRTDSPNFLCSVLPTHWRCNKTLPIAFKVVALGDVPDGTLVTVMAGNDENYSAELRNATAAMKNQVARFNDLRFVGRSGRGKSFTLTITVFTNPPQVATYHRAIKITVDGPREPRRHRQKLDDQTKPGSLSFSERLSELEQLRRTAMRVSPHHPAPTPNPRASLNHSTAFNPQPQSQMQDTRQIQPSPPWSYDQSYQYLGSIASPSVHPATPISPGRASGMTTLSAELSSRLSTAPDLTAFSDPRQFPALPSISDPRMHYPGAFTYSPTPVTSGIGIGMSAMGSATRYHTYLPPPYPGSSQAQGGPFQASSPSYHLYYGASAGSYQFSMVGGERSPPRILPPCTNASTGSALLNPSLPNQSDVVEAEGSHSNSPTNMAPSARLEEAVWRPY
# Target sequence (Q13951 whole entry, looked up): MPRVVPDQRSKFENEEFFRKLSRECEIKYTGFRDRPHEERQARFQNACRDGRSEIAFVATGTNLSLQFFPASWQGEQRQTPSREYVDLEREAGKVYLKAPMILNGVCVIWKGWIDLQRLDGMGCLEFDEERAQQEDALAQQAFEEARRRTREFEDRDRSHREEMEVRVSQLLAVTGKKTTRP
#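 Bead-based AlphaScreen assay; binding partners His-tagged CBF-beta and biotinylated RUNX1 at 30 nM each. Compound exposure 15 min after a 20-min protein preincubation; bead step 90 min; all steps at room temperature.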
# IMPase Li cell – qHTS Assay for Identifying the Cell-Membrane Permeable IMPase Inhibitors: Potentiation with Lithium. CHO-M1 cells, IP1 TR-FRET (IP-One), carbachol + lithium. Potency, µM (highest dose often 59.4 µM), without a hit: at the highest dose activity, negative = IMPase inhibition, usual class: inhibitors. actives 0.35% (n = 210,000);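 further: IP1 builds up when IMPase is blocked and the TR-FRET signal falls; potency means the concentration at half of the fitted maximal effect; plate controls were basal vehicle for no effect and high inhibitor control for full effect; nearly all actives have a fitted effect of over 50% in size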
#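 Readout is a homogeneous TR-FRET IP1 immunoassay (Ex 320, Em 665 and 620), where raised cytosolic IP1 lowers signal. Cells were CHO-M1 treated 30 min at 37C with test compounds plus a little lithium; AC50 values came from Hill-equation fitting.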
# NPSR antagonist – qHTS Assay for Antagonists of the Neuropeptide S Receptor: cAMP Signal Transduction; Q6W5P4; CHO-NPSR cells, cAMP TR-FRET, antagonist mode; Potency, µM (highest dose often 38.3 µM), for inactives: at the top dose activity change, negative = inhibition, most hits filed as inhibitors; actives 1% (n = 220,000); AID 1461, 2008; further: potency means the concentration at half of the fitted maximal effect; on the % scale 0 is the no-effect control and ±100 the full control effect; nearly all actives have a fitted effect of over 50% in size; many of its hits are not listed in these tables
# Target sequence (Q6W5P4 whole entry, looked up): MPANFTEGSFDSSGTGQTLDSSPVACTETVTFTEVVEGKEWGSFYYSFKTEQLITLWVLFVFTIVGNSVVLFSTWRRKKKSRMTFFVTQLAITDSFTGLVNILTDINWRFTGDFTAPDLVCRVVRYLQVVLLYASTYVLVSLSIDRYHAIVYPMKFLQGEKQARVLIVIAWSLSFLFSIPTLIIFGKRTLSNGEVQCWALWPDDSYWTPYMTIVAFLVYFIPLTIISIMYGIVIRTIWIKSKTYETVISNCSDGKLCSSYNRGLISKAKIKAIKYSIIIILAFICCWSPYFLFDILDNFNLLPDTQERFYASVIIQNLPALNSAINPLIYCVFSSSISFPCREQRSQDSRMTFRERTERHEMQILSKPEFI
# The depositor's hits bear a star; ? = inconclusive; / = not tested or not shown; [ ] = another dose, or the depositor's remark. Unless noted, the call rests on the fitted dose curve; in most records, active means well fitted curve in the direction sought with a large enough effect; inconclusive means small, poorly fitted or top-dose-only effect, or another doubt; inactive means no such curve, though single readings can be large; an effect the other way counts as inactive or inconclusive.
item	canonical_smiles	Epigenetic derep	Luc counter	LMNA splice mod	HttQ103 aggreg	CBFb-RUNX1 inh	IMPase Li cell	NPSR antagonist
1	COC(=O)c1ccc(C(NC(=O)OCc2ccccc2)/C(=C/[C@@H](C)C(=O)NCc2ccc(OC)c(O)c2)c2cccnc2)cc1 (stereo partly drawn)	0.7%	-2%	/	/	0%	-5%	/
2	O=C(CN1CCC(c2nc3ccccc3s2)CC1)NCc1cccs1	-1.1%	0%	?	9%	11%	28%[38.3 µM]	-16%[46.1 µM]
3	S=c1[nH]nc(-c2cc(-c3ccccc3)n[nH]2)n1/N=C/c1ccc(Cl)c(Cl)c1	2.4%	/	/	-12%[9.22 µM]	1%	/	53%
4	CCOc1ccc(-n2c(N)c(C(=O)NCc3ccco3)sc2=S)cc1	0.0%	-7%	3%	5%	-13%	10%[38.3 µM]	-16%[46.1 µM]
5	Cn1c(=NC(=O)C2CCCCC2)sc2cc([N+](=O)[O-])ccc21	0.9%	/	/	18%	1%	4%	-5%
6	N=c1c(C(=O)NCc2ccccc2)cc2c(=O)n3ccccc3nc2n1Cc1ccco1	-2.4%	6%	-2%	4%[9.22 µM]	-2%	14%[38.3 µM]	-10%[46.1 µM]
7	CC1CCN(C(=O)c2ccc(NC(=O)C3CCCO3)cc2)CC1 (stereo not drawn)	0.9%	0%	-7%	5%	5%	15%[38.3 µM]	9%[46.1 µM]
8	O=C(NC1=NCCS1)c1cc(-c2ccccc2)nn1-c1ccccc1	0.8%	-7%	4%	9%	1%	-12%[38.3 µM]	-4%[46.1 µM]
9	CCOC(=O)c1ccc(NC(=O)CC2SCCNC2=O)cc1 (stereo not drawn)	-5.8%	-3%	?	-1%	-6%	5%[38.3 µM]	3%[46.1 µM]
10	COc1ccc(Oc2cccc(Cl)c2CNC(=O)CCCC(=O)O)cc1	0.4%	/	/	-20%[9.22 µM]	-2%	/	-8%
11	O=C1CCSc2cccc3cccc(c23)N1	3.0%	-1%	9%	-2%	6%	-7%[38.3 µM]	10%[46.1 µM]
12	CCOC(=O)COc1cccc2c(=O)n(CC(=O)N3CCCCC3)ccc12	-1.0%	/	/	32%[9.22 µM]	3%	/	2%
13	CCOc1ccc2[nH]c(=O)c(CN(Cc3cccnc3)C(=O)Nc3ccccc3OC)cc2c1	2.9%	-5%	1%	-6%	8%	30%[38.3 µM]	-20%[46.1 µM]
14	Cc1ccc(C(=O)NCCCNc2ccc(C(F)(F)F)cc2[N+](=O)[O-])cc1	2.1%	0%	-11%	-19%	-7%	-7%	-4%
15	CCOC(=O)CNC(=O)CCCCCC(=O)NCC(=O)OCC	-0.9%	-1%	1%	-14%	?	-4%[38.3 µM]	1%[46.1 µM]
16	Nc1nc2c(nc(Br)n2C2O[C@H]3COP(=O)(O)O[C@@H]3C2O)c(=O)[nH]1 (stereo partly drawn)	-0.1%	-4%	-15%	/	4%	-2%	-10%[46.1 µM]
17	O=C(c1ccccc1Br)N1CCN(c2ccc([N+](=O)[O-])c(N3CCOCC3)c2)CC1	0.7%	-1%	-29%[46 µM]	-13%	-12%	-11%	-16%
18	CC(=O)c1cc(C)ccc1OC(=O)c1ccco1	1.4%	3%	-6%	2%	9%	24%[38.3 µM]	16%[46.1 µM]
19	CN(Cc1ccccc1)c1nc2nonc2nc1N1CCCC(CN2CCCC2=O)C1 (stereo not drawn)	2.5%	/	/	15%[9.22 µM]	11%	/	22%
20	Cc1ccc2nc(-c3ccc(NC(=O)COC(=O)c4ccco4)cc3)sc2c1	5.3%	4%	?	12%	11%	-9%	21%[46.1 µM]
21	O/N=C1\CCCc2ccccc21	-0.2%	/	/	-8%[9.22 µM]	10%	1%	-15%
22	Cc1cc(=O)[nH]c(N/N=C/C2=C(N3CCOCC3)C(=C\c3ccc(Cl)cc3)/CC2)n1	0.0%	0%	-8%	28%	-3%	11%	-15%
23	O=C(Nc1cc(N2CCOCC2)ncn1)NC1(C(F)(F)F)Oc2ccccc2O1	0.0%	2%	-2%	?	-13%	6%	3%
24	O=C1OCCC1Sc1nnc(-c2cccs2)n1Cc1ccccc1 (stereo not drawn)	-0.9%	-1%	7%	-7%	2%	17%[38.3 µM]	-12%[46.1 µM]
25	Cc1ccc2oc(=O)c3c4cc(O)c(O)c(C)c4oc3c2c1	1.4%	-3%	/	/	-8%	-1%	/

# Two compounds from above, limited to IMPase Li cell, HttQ103 aggreg and Epigenetic derep.
cpd | canonical_smiles | IMPase Li cell | HttQ103 aggreg | Epigenetic derep
7 | CC1CCN(C(=O)c2ccc(NC(=O)C3CCCO3)cc2)CC1 (stereo not drawn) | 15%[38.3 µM] | 5% | 0.9%
8 | O=C(NC1=NCCS1)c1cc(-c2ccccc2)nn1-c1ccccc1 | -12%[38.3 µM] | 9% | 0.8%

# Remaining list, next part
item	canonical_smiles	Epigenetic derep	Luc counter	LMNA splice mod	HttQ103 aggreg	CBFb-RUNX1 inh	IMPase Li cell	NPSR antagonist
26	CCC(=O)Nc1nnc(CCc2ccccc2)s1	0.0%	0%	0%	-8%	2%	7%	9%[46.1 µM]
27	CCCCCCCC(=O)N/N=C/c1ccncc1	-1.2%	/	/	-8%[9.22 µM]	1%	/	22%
28	COc1ccc(OC)c(N2C(=O)C(Cl)=C(N3CCOCC3)C2=O)c1	0.8%	8%	-4%	7%	9%	-7%[38.3 µM]	-10%[46.1 µM]
29	C=CCn1c(Sc2nncn2C)nc2c1c(=O)[nH]c(=O)n2C	3.4%	1%	-10%	4%	12%	-2%	1%[46.1 µM]
30	CC1CCN(c2nc3c(c(=O)n(C)c(=O)n3C)n2Cc2ccccc2)CC1	0.0%	-1%	5%	-6%	4%	18%[38.3 µM]	?
31	CC(C)OCCCN1CN(S(=O)(=O)c2cccc(Cl)c2)c2nc3ccccc3nc21	-0.9%	-3%	5%[0.0737 µM]	-14%	-3%	18%[38.3 µM]	?
32	CCn1c(COc2ccc(C)cc2)nnc1SCC(=O)C(C)(C)C	1.7%	-2%	?	-27%	-3%	-9%[38.3 µM]	-18%[46.1 µM]
33	CCc1c(C)c(C#N)c2nc3ccccc3n2c1NCc1ccco1	2.1%	2%	4%	-1%[9.22 µM]	18%	31%[activator][38.3 µM]	?
34	Cc1nn(CC(=O)c2cccc(Cl)c2)c(C)c1[N+](=O)[O-]	13%	-2%	-16%[46 µM]	4%	9%	8%	-18%
35	Cc1ccccc1NC(=O)Cn1nnc(S(=O)(=O)c2ccc(C(C)(C)C)cc2)c1N	-0.3%	10%	12%	17%	0%[2.36 µM]	2%	-4%
36	CC(C)(O)CCC(O)[C@@](C)(O)C1CC[C@]2(O)C3=CC(=O)C4CC(O)C(O)C[C@]4(C)C3CC[C@]12C (stereo partly drawn)	-1.3%	-1%	/	/	11%	10%	/
37	CCCCCCCCNc1nc(Cl)nc(NCc2ccco2)n1	-1.6%	-2%	-13%	-22%	4%	-2%	9%
38	Cc1noc(C)c1C(=O)N1CCC2(CC1)Oc1ccc(F)cc1C(=O)C21CC(c2ccc(Cl)cc2)=NO1 (stereo not drawn)	1.6%	/	/	20%[9.22 µM]	-8%	/	-9%
39	O=C(COC(=O)/C=C/c1ccc(F)cc1)Nc1ccccc1-c1ccccc1	2.2%	2%	-1%	-22%	-3%	0%	9%
40	CCOc1ccc(N(CC(=O)Nc2ccc(C)c(C)c2)S(=O)(=O)c2c(C)noc2C)cc1	3.0%	0%	?	20µM*	-9%	11%	-19%[46.1 µM]
41	CN(C(=O)CSc1nc2cc(Cl)ccc2c(=O)n1Cc1ccco1)C1CCS(=O)(=O)C1 (stereo not drawn)	-0.2%	0%	/	-7%	1%	24%	-21%
42	CS(=O)(=O)N1CCCC(C(=O)c2cccc(Cl)c2)C1 (stereo not drawn)	-1.6%	0%	/	-2%[9.22 µM]	4%	-4%	-38%
43	O=C(NCc1ccco1)NCC(F)(F)F	3.1%	6%	0%	15%	3%	7%[38.3 µM]	0%[46.1 µM]
44	COc1ccc(N2C(=O)CC(N(Cc3ccco3)C(=O)CCC(=O)O)C2=O)cc1 (stereo not drawn)	1.0%	4%	14%[46 µM]	-6%[9.22 µM]	-1%	1%	-7%
45	CCOC(=O)C(=O)NNc1ccc(C)cc1	0.0%	4%	-13%	?	1%	3%	18%
46	C=CCNC1=C2C[C@@H](C)C[C@H](OC)[C@H](O)[C@@H](C)/C=C(\C)[C@H](OC(N)=O)[C@@H](OC)/C=C/C=C(\C)C(=O)NC(=CC1=O)C2=O	-1.5%[10.1 µM]	1%[39.9 µM]	/	/	-8%[13.1 µM]	8%	/
47	CCOC(=O)N1CCN(Cc2ccccc2Cl)CC1	-1.8%	1%	6%	0%	5%	-3%[38.3 µM]	-8%[46.1 µM]
48	COc1cc(C(=O)Nc2sc(C(=O)N3CCOCC3)c(C)c2C#N)cc(OC)c1OC	-1.0%	-3%	-6%	12%	1%	15%[38.3 µM]	-18%[46.1 µM]
49	COc1ccc(C(=O)NCCC2=CCCCC2)cc1	1.1%	-5%	0%	4%	0%	2%	6%
50	O=C(c1ccco1)N1CCN(c2nc3ccccc3c(=O)n2-c2ccccc2)CC1	-0.9%	2%	17%[0.0737 µM]	22%	1%	1%[38.3 µM]	-21%[46.1 µM]
51	O=C(CS(=O)(=O)Cc1ccccc1)N1CCN(Cc2ccc3c(c2)OCO3)CC1	0.0%	0%	-19%	6%	3%	16%[38.3 µM]	-12%[46.1 µM]
52	CC(Oc1ccccc1Cl)C(=O)N(Cc1ccco1)C1CCS(=O)(=O)C1 (stereo not drawn)	-0.4%	/	-2%	0%	0%	/	-3%[46.1 µM]
53	OCC1CCCCN1C(=S)Nc1ccc(Cl)cc1Cl (stereo not drawn)	0.3%	-1%	/	?	-3%	-1%	2%
54	CCOC(=O)/C(C#N)=C(\N)C(C)C(=O)Nc1ccccn1 (stereo not drawn)	0.6%	14%	-6%	-6%	4%	-4%[38.3 µM]	0%[7.67 µM]
55	Cc1cccc(NC(=S)NC2CCCCC2)n1	-1.1%	/	/	-6%[9.22 µM]	-4%	2%	52%
56	O=c1[nH]ncn1-c1ccc(Br)cc1	0.3%	5%	/	-3%	-2%	-1%	-4%
57	CCOC(=O)COc1cnc2ccccc2n1	-2.3%	-1%	/	4%	-8%	-7%	16%

# A portion of the library, so the mix of outcomes need not match the whole.
